# Assay outcomes: PubChem BioAssay, National Center for Advancing Translational Sciences (NCATS)
# NPSR antagonist = blocks cAMP signaling of the human neuropeptide S receptor | Q6W5P4 | Potency, µM (titrated, usually from 38.3 µM), for the others: top-dose activity change, negative = inhibition, hits mostly inhibitors | 220,000 tested, 1% active | AID 1461 | CHO-NPSR cells, cAMP TR-FRET, antagonist mode; note: potency is the fitted concentration of half-maximal effect; % is set by controls: 0 for no effect and ±100 for the full control effect; nearly all actives have a fitted effect of over 50% in size; many of its hits are not listed in these tables
# TRb-SRC2 inh = disrupts binding of human TR beta to SRC2 | Potency, µM (series often up to 106 µM), for inactives: top-dose activity change, negative = inhibition, most hits filed as inhibitors | TRbeta-SRC2 peptide binding, fluorescence polarization; receptor liganded with 1 µM T3 | 280,000 tested, 0.065% active;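 note: potency is the fitted concentration of half-maximal effect; plate controls were bound peptide for no effect and peptide without receptor for full effect; nearly all actives have a fitted effect of over 50% in size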
#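 Polarization signal, normalized between peptide-alone and full complex controls, measured compound effects on T3-liganded human TRb LBD (0.6 uM) binding 20 nM Texas Red SRC2 peptide after 5 hr.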
# Tau fibril FP = blocks human tau fibril formation measured by polarization; K18 P301L tau heparin fibrillization, Alexa594 FP, 6 h; P10636; 280,000 tested, 0.39% active; AID 1468; Potency, µM (highest dose often 57.7 µM), for the others: at the top dose activity, negative = inhibition, actives largely listed as inhibitors; note: potency is the fitted concentration of half-maximal effect; % is set by controls: 0 for no effect and ±100 for the full control effect; nearly all actives have a fitted effect of over 55% in size
#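 Steps: dispense K18 P301L tau (15 uM plus 0.24 uM Alexa 594 tracer, final) in pH 7 sodium acetate; add compound; add heparin (20 uM final); incubate 6 hr, 37 C; add ThT (30 uM final); after 1 hr ambient, read FP.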
# CBFb RUNX1 block = blocks binding between human CBF-beta and RUNX1; AlphaScreen CBFb-His/RUNX1-biotin binding, biochemical; Potency, µM (top dose mostly 59.8 µM), for inactives: at the top dose activity, negative = inhibition, most hits filed as inhibitors; Q01196+Q13951; 230,000 tested, under 10 active; AID 1477; note: % of control where 0% means no effect
# Target sequence (Q01196 whole entry, looked up): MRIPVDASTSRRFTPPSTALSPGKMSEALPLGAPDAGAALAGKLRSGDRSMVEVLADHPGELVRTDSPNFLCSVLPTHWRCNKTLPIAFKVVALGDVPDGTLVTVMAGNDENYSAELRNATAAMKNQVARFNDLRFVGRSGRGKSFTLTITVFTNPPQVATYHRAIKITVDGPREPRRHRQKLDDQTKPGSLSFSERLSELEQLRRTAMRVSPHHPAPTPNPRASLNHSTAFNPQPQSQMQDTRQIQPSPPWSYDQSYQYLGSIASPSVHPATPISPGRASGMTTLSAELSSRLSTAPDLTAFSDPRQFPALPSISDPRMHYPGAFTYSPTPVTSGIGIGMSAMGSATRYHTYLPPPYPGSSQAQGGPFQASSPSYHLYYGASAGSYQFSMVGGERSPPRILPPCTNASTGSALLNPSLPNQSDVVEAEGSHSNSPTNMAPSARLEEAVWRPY
# Target sequence (Q13951 whole entry, looked up): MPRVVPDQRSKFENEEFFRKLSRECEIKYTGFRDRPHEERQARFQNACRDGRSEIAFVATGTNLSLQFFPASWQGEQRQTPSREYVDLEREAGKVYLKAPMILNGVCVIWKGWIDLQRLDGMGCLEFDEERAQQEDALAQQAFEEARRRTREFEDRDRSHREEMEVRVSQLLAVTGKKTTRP
#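 CBFb-His/RUNX1-biotin, 30 nM each, preincubated 20 min RT; compound 15 min RT; Ni + streptavidin beads 50 ng each, 90 min RT; AlphaScreen read.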
# GLA spleen mod = inhibitors or activators of human alpha-galactosidase in spleen homogenate; AID 2107; 240,000 tested, 0.008% active; Potency, µM (top dose mostly 80 µM), for the others: at the highest dose activity change, negative = inhibition, most hits filed as inhibitors; human spleen homogenate, 4MU-alpha-Gal fluorescence, 40 min; P06280;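 note: potency is the fitted concentration of half-maximal effect; 0% = enzyme with vehicle and -100% = no enzyme basal signal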
# Target sequence (P06280 32-429 limits assumed): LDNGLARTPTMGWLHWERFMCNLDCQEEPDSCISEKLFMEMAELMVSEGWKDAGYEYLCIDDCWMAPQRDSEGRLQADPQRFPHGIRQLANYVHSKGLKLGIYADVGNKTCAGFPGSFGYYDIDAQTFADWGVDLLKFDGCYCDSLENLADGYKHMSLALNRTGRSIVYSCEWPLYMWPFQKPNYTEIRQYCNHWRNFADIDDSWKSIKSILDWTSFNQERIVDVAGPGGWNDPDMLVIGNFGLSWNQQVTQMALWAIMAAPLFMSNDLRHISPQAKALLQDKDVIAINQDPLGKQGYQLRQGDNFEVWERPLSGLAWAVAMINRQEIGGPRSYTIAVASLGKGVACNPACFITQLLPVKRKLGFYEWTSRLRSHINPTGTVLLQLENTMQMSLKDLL
#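 Spleen homogenate 1 ug + cpd (titration) + 4-MU-alpha-D-galactopyranoside 1 mM; 37C 40 min; 50 mM citrate/phosphate pH 5.0, 0.01% Tween-20; stop pH 10; fluorescence 365/440; AC50 via Hill.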
# Epigenetic derep = epigenetic control regulation, reporter derepression; murine LDR cells, GFP reporter derepression, 30 h; Potency, µM (series often up to 53.9 µM), for inactives: at the top dose GFP activation, actives largely listed as activators; 280,000 tested, 0.2% active; AID 1865; note: potency is the fitted concentration of half-maximal effect; % of control where 0% means no effect; nearly all actives have a fitted effect of over 60% in size
#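 Murine LDR cells carrying a silenced, genomically integrated CMV-driven GFP reporter were exposed to compound for 30 hours at 37 C. After PBS washes, GFP-positive cells (20–120 um objects) were counted by laser-scanning microplate cytometry.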
# Tau fluor counter = counter-screen for tau fibril formation inhibitors; tau K18 P301L (four-repeat tau fragment) Alexa594 fluorescence, heparin fibrillization; 280,000 tested, 0.93% active; Potency, µM (titrated, usually from 57.7 µM), for inactives: at the highest dose activity change, negative = decrease; note: potency is the fitted concentration of half-maximal effect; % is set by controls: 0 for no effect and ±100 for the full control effect; nearly all actives have a fitted effect of over 55% in size
#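 Human K18 P301L tau (15 uM unlabeled plus 0.24 uM Alexa 594-labeled, final) in 100 mM sodium acetate pH 7 was mixed with compound and 20 uM heparin and incubated 6 hr at 37 C.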
# TexasRed fluor = Texas Red fluorescence interference in TRb-SRC2 counter-screen | TRb/SRC2 Texas Red total fluorescence interference | Potency, µM (titrated, usually from 106 µM), for the others: top-dose fluorescence change, negative = quenching | 280,000 tested, 0.29% active | AID 1479; active = well fitted curve in either direction with a large enough effect; inconclusive = small, poorly fitted or top-dose-only effect; note: potency is the fitted concentration of half-maximal effect; % is set by controls: 0 for no effect and ±100 for the full control effect
#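 Human TRb ligand-binding domain at 0.6 uM with 20 nM Texas Red SRC2 peptide in Tris buffer containing 1 uM T3 and 5% DMSO, incubated with compound 5 h at ambient temperature. Total fluorescence (555/632 nm) calculated as parallel + 2 × perpendicular.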
# * marks the source's active call; other numbers are inactive results; ? = inconclusive; nt = not tested or not shown; & = joins results of further samples; [ ] = another dose, or the depositor's remark. Unless noted, calls come from the whole dose curve; as a rule, active = well fitted curve in the direction sought with a large enough effect; inconclusive = small, poorly fitted or top-dose-only effect, or another doubt; inactive = no such curve, though single readings can be large; an effect the other way counts as inactive or inconclusive.
# Start of the data: the first two entries (preview)
no. | molecule | NPSR antagonist | TRb-SRC2 inh | Tau fibril FP | CBFb RUNX1 block | GLA spleen mod | Epigenetic derep | Tau fluor counter | TexasRed fluor
1 | CCN(CC)C(=O)Cn1cc(SCC(=O)Nc2cccc(C)c2)c2ccccc21 | nt | -2% | 1% | nt | nt | 1.3% | -14% | -3%
2 | CCOc1ccc(NS(=O)(=O)c2ccc3ncsc3c2)cc1 | 18% | 7% | -6% | 6% | -4% | 0.0% | -19% | 4%

# The whole of this part, repeating the preview:
no. | molecule | NPSR antagonist | TRb-SRC2 inh | Tau fibril FP | CBFb RUNX1 block | GLA spleen mod | Epigenetic derep | Tau fluor counter | TexasRed fluor
1 | CCN(CC)C(=O)Cn1cc(SCC(=O)Nc2cccc(C)c2)c2ccccc21 | nt | -2% | 1% | nt | nt | 1.3% | -14% | -3%
2 | CCOc1ccc(NS(=O)(=O)c2ccc3ncsc3c2)cc1 | 18% | 7% | -6% | 6% | -4% | 0.0% | -19% | 4%
3 | Nc1nc(Cl)nc2c1ncn2[C@@H]1O[C@H](CO)[C@@H](O)[C@H]1O | -13% | 4%&-5%&-3% | 9%&2%&-5% | 7%&14% | -10%&2%&11% | -5.3%&-1.1%&1.1% | -4%&2%&0% | -1%&0%&-1%
4 | Cc1cccc(Nc2nc(-c3cccs3)cs2)n1 | -46% | 12% | -3% | -4% | -4% | -1.0% | ? | 0%
5 | CN(C)c1ccc(-c2nn3c(-c4ccc(Cl)cc4)nnc3s2)cc1 | -1%[46.1 µM] | -13% | -6% | 6% | 10% | -6.7% | 0% | 2%
6 | Cc1ccc(/C=N/Nc2ccc3ccccc3n2)o1 | -23% | 0% | -1% | -9% | 9% | -2.2% | ? | -5%
7 | CCN(Cc1ccccc1)S(=O)(=O)c1ccc(S(=O)(=O)N(Cc2ccccn2)Cc2ccco2)cc1 | 5%[46.1 µM] | -5% | -2% | 2% | -2% | 0.0% | -5% | -2%
8 | CCCCNC(=O)COC(=O)c1ccc(Cl)c(S(=O)(=O)N2CCCC2)c1 | -6%[46.1 µM] | 8% | -3% | -6% | -1% | ? | -14% | 0%
9 | Cc1c(F)cccc1NS(=O)(=O)c1cccs1 | nt | 4% | -9% | nt | nt | 0.0% | -10% | -2%
10 | CC1CCN(c2ccc(NC(=O)c3cccc(Cl)c3)cc2C(=O)O)CC1 | nt | 0% | -3% | nt | nt | -1.3% | 0% | -2%
11 | Cc1cccc(N(C(=O)Cn2nnc3ccccc32)C(C(=O)NC(C)(C)C)c2ccsc2)c1 (stereo not given) | -23%[46.1 µM] | -4% | -8% | 10% | 3% | -0.9% | -5% | -1%
12 | CCOc1ccc(CCNC(=O)C2CCCN(c3nnc(-n4cccc4)s3)C2)cc1OCC (stereo not given) | -2%[46.1 µM] | -5% | 5% | 4% | 17% | 4.3% | 1% | -3%
13 | COc1ccc(-n2nnnc2SCC(=O)Nc2ccc3c(c2)OCCO3)cc1OC | 3%[46.1 µM] | -6% | ? | -6% | -6% | 0.0% | -10% | -4%
14 | O=C(Cn1cc(S(=O)(=O)Cc2ccccc2Cl)c2ccccc21)Nc1cccc(C(F)(F)F)c1 | nt | 7% | ? | nt | nt | 6.2% | ? | -2%
15 | C(=N\n1cncn1)/c1ccc(N2CCOCC2)cc1 | -5%[46.1 µM] | -5% | 3% | 3% | 8% | 0.0% | -6% | -4%
16 | COc1ccc(/C=N/NC(=O)c2ccc(COc3ccccc3Cl)o2)c(OC)c1C | -52% | -5% | -18% | 7% | 3% | 2.2% | 3% | 1%
17 | CSc1ccccc1-n1nnnc1SCC(=O)NCc1cccs1 | 18%[46.1 µM] | -4% | 4% | 6% | 18% | 2.4% | 1% | 0%
18 | COc1ccccc1CCNC(=O)C(=O)NCC(c1cccs1)S(=O)(=O)c1ccccc1 (stereo not given) | nt | 6% | -7% | nt | nt | 8.3% | -27% | -6%
19 | Cc1cc(C(=O)Nc2ccc3c(c2)OCCO3)c2ccccc2n1 | 2% | 0% | 4% | 2% | 2% | -0.7% | -6% | 0%
20 | CC1CCC(N2CC(=O)N(C3CCCC3)C(c3ccc(Cl)cc3)C2=O)CC1 (stereo not given) | nt | -2% | -14% | nt | nt | 0.1% | -9% | -1%
21 | C/C(=N\NC(=O)c1ccccc1F)c1ccc2c(c1)Nc1ccccc1S2 | -39% | -5% | ? | -2% | 5% | 11µM* | 3.5µM*[quencher] | 1%
22 | Cc1ccc2c(c1)C(c1ccccc1)N(C(=O)c1ccc3c(c1)OCO3)CC(=O)N2 (stereo not given) | -44% | -5% | 2% | 5% | 3% | -1.0% | -9% | 3%
23 | O=Nc1c(-c2c(O)[nH]c3cc(Br)ccc23)[nH]c2ccccc12 | ? | 8% | ? | nt | -4% | -0.2% | 8.9µM*[quencher] | -4%
24 | CCCn1c(=N)n(CC(=O)c2ccco2)c2ccccc21 | 25%[46.1 µM] | -24% | 2% | -17% | 22% | -1.7% | -10% | -4%

# One compound at a time, as listed above. Order of screens: NPSR antagonist	TRb-SRC2 inh	Tau fibril FP	CBFb RUNX1 block	GLA spleen mod	Epigenetic derep	Tau fluor counter	TexasRed fluor
# Cc1ccc2c(c1)C(c1ccccc1)N(C(=O)c1ccc3c(c1)OCO3)CC(=O)N2 (stereo not given) is entered as -44%	-5%	2%	5%	3%	-1.0%	-9%	3%
# C/C(=N\NC(=O)c1ccccc1F)c1ccc2c(c1)Nc1ccccc1S2 is entered as -39%	-5%	?	-2%	5%	11µM*	3.5µM*[quencher]	1%
# Cc1c(F)cccc1NS(=O)(=O)c1cccs1 is entered as nt	4%	-9%	nt	nt	0.0%	-10%	-2%
# CCCCNC(=O)COC(=O)c1ccc(Cl)c(S(=O)(=O)N2CCCC2)c1 is entered as -6%[46.1 µM]	8%	-3%	-6%	-1%	?	-14%	0%

# Further entries follow.
no. | molecule | NPSR antagonist | TRb-SRC2 inh | Tau fibril FP | CBFb RUNX1 block | GLA spleen mod | Epigenetic derep | Tau fluor counter | TexasRed fluor
25 | Cc1ccc(NC(=O)Cn2nnc3ccccc32)cc1 | -3% | 2% | 7% | 13% | 4% | -1.1% | -1% | -5%
26 | CC(=O)Nc1ccc(Nc2nc3c(S(=O)(=O)c4cccc(Cl)c4)nnn3c3ccsc23)cc1 | nt | -2% | -8% | nt | nt | 1.3% | -15% | -2%
27 | Cc1c(-n2c(SCC(N)=O)nc3ccccc3c2=O)c(=O)n(-c2ccccc2)n1C | 7% | -3% | 6% | 3% | 3% | 1.3% | 0% | 0%
28 | Cc1ccccc1-c1nnc(SCC(=O)N(CC(C)C)c2c(N)n(CC(C)C)c(=O)[nH]c2=O)n1C | -20% | 1% | 7% | 11% | -2% | 2.1% | -4% | -6%
29 | Cc1ccc(Cl)c(NC(=O)CCl)c1Cl | 4% | 4% | -4% | 11% | 3% | -0.3% | 7% | 0%
30 | Cc1ccc2c(c1)NC(C(C)(C)C)CO2 (stereo not given) | 5%[46.1 µM] | 0% | 9% | 4% | -5% | -1.0% | 0% | 0%
31 | Cc1ccc(SCCC(=O)NC(C)C)cc1 | -4%[46.1 µM] | 13% | -4% | 10% | -2% | -3.0% | -4% | 1%
32 | O=C(Cn1cnc2c(oc3ccccc32)c1=O)Nc1ccc(OC(F)(F)F)cc1 | nt | -3% | ? | nt | nt | ? | -5% | 5%
33 | COc1ccc(C2C(C(=O)Nc3cccc(OC)c3)c3ccccc3C(=O)N2C)cc1 (stereo not given) | -17% | -2% | 0% | -1% | 4% | -0.1% | -6% | 0%
34 | CSc1ccc(C2c3c(-c4ccccc4O)n[nH]c3C(=O)N2Cc2ccncc2)cc1 (stereo not given) | nt | 0% | -2% | nt | nt | 0.2% | ? | -3%
35 | CC(=O)N(CN1C(=O)CCC1=O)c1cccc(Cl)c1 | 19% | 3% | -2% | 3% | -2% | -1.6% | -4% | -3%
36 | CCOC(=O)c1c(C)n(-c2ccc(C)cc2)c2ccc(O)c(CN(C)C)c12 | -53% | 6% | -3% | -2% | 2% | 0.8% | 4% | -1%
37 | COCCN(C(=O)C1CCC1)c1nnc(-c2cccnc2)s1 | -4%[46.1 µM] | -1% | 4% | 3% | 2% | -0.9% | 2% | 0%
38 | CCc1ccc(N2CC(C(=O)Nc3cccnc3)CC2=O)cc1 (stereo not given) | -16%[46.1 µM] | -4% | -3% | 7% | 1% | 1.0% | -11% | -9%
39 | O=C1NC(c2ccc(-c3ccccc3[N+](=O)[O-])o2)C(C(=O)c2ccccc2)C(O)(C(F)(F)F)N1 (stereo not given) | -13% | -17% | 13% | -9% | -3% | 2.0% | -24% | 1%
40 | Cc1nc(NC(=O)c2ccc(F)cc2)sc1C(=O)Nc1ccc2c(c1)CCC2 | -12%[46.1 µM] | -3% | -17% | -5% | 10% | 1.3% | -14% | -2%
41 | COc1ccc(S(=O)(=O)NCCSC(C)(C)C)cc1Cl | -16%[46.1 µM] | 0% | -1% | 5% | -14% | -0.8% | -15% | -1%
42 | COc1ccc2c(c1OC)C(Cc1ccccc1)N1CCc3cc4c(cc3C1C2)OCO4 (stereo not given) | nt | 1% | ? | -24%[21.7 µM] | -5% | -0.3% | ? | -1%
43 | COc1ccc(-c2nc(CSCC(=O)NCCc3ccccc3)c(C)o2)cc1 | nt | -3% | 3% | nt | nt | -1.1% | -3% | 2%

# Not all compounds are listed; rates above refer to the full screens.
